Screening results from PubChem.
CRFBP-R2 block – antagonists of CRF-binding protein/CRF-R2 receptor complex; 0.59% of 350,000 active; inhibition, % at 11.8 µM; HEK293 CRF-R2/CRF-BP, CRF-induced calcium fluorescence;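 active = inhibition of the ligand-induced calcium signal above about 50% at the single tested concentration, limit read from the data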
CRFR2-BP ag – agonists of human CRF-binding protein/CRF-R2 receptor complex; activation, % at 13.2 µM; 0.46% of 350,000 active; HEK293 CRF-R2/CRF-BP, calcium dye fluorescence (FLIPR); percent of saturating CRF peptide response;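 active = activation of at least 50%, plus an integration ratio under a set limit after plate pattern correction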;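 note: plate controls were neutral control wells without compound for no effect and CRF at EC100 for full effect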
GalR3 antag – human GalR3 antagonism; inhibition, % at 3 µM; 0.44% of 360,000 active; HEK293 GalR3-CNG cAMP membrane potential fluorescence; galR3 body fused to GalR1 C-terminus;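 active = inhibition above the screen-wide average plus 3 SD, cut at about 13% in these data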;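 note: forskolin and galanin both at EC90 stimulate the cells; cAMP rise reported by CNG channel membrane potential dye signal; 0% = forskolin plus galanin with DMSO and 100% = forskolin alone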
Target sequence (O60755 1-299 limits assumed): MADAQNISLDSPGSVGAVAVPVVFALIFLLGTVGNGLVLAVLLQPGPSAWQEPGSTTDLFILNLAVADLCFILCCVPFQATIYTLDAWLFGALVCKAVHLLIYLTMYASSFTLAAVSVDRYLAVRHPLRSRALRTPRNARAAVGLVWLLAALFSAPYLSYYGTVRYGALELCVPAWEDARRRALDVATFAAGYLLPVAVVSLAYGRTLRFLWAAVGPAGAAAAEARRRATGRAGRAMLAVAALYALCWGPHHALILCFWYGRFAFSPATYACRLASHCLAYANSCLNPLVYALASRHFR
Starred values were filed as active, the others as inactive. This is a subset. The share of hits here may be higher or lower than overall.

Each structure is followed by: CRFBP-R2 block, CRFR2-BP ag, GalR3 antag
> O=C(CN1C(=O)NC(c2ccccc2)(c2ccccc2)C1=O)NCc1ccccc1
  -6, -0.9, -7
> O=C(CC1C[C@H](C(=O)N2CCOCC2)[C@@]2(CCC3CCCC3)c3[nH]c4ccccc4c3CCN2C1=O)NCCCn1ccnc1 (some centres undefined)
  -35, 5.5, -6
> C/C(C=O)=C/c1ccccc1
  12, -1.8, -2
> CSCCC(NC(=O)c1ccc(Cl)cc1)C(=O)OCC(=O)NCc1ccco1 (centres undefined)
  7, -3.1, -2
> CN(C)CCN=Cc1c(O)n(-c2ccc(S(=O)(=O)N3CCOCC3)cc2)c(=O)c2ccccc12
  -3, 1.0, -1
> COc1ccc(NC(=O)COC(=O)C23CC4CC(CC(NC(C)=O)(C4)C2)C3)cc1S(=O)(=O)N1CCOCC1
  6, -0.6, -5
> O=C(NC1CCC(Oc2ccc(C(=O)O)cc2)CC1)NC12CC3CC(CC(C3)C1)C2 (centres undefined)
  0, -3.4, -8
> O=C(NN=Cc1ccc2c(c1)OCO2)c1ccccc1
  7, -0.8, 0
> Cc1ccc(S(=O)(=O)N(C)c2ccc(C(=O)NCC(c3ccccc3)N3CCCC3)cc2)cc1 (centres undefined)
  11, -2.0, -8
> COc1cc(-c2noc(C)c2C(=O)NCCCN2CCOCC2)cc(OC)c1OC
  -2, -0.2, -5
> O=C(CSc1nnc(Nc2ccccc2)s1)NC1CCS(=O)(=O)C1 (centres undefined)
  0, 0.5, -6
> Cc1c(Cc2ccccc2)[n+](=O)c2ccccc2n1[O-]
  -33, -0.2, -8
> COc1ccc(C(=O)C(C)OC(=O)CNC(=O)c2ccco2)cc1 (centres undefined)
  9, -1.2, -8
> CCOC(=O)C1=C(COC(=O)CCOc2ccc(OCC)cc2)NC(=O)NC1C (centres undefined)
  1, -2.0, -3
> O=C(COc1ccc(-c2nnco2)cc1)NC1CCS(=O)(=O)C1 (centres undefined)
  -5, 2.5, -5
> O=C(CSc1nnc2ccc(-c3ccncc3)nn12)Nc1ccc(F)cc1
  11, 3.0, -4
> CCCCn1c(N)c(N(CCOC)C(=O)c2ccco2)c(=O)[nH]c1=O
  -12, 0.3, -2
> Cc1c(C)n2c(SCC(=O)Nc3ccc4c(c3)OCCO4)nnc2[nH]c1=O
  -4, 1.0, -3
> CCOC(=O)N1C2C=CC(C2)N1C(=O)OCC
  1, -0.9, -7
> Cc1onc(-c2c(F)cccc2Cl)c1C(=O)N[C@@H]1C(=O)N2C(C(=O)O)C(C)(C)S[C@H]12 (some centres undefined)
  -3, 0.0, -2
> C=CCN1C(=O)c2ccc(C(=O)N(C)CC(=O)Nc3ccc(OCC)c(OCC)c3)cc2C1=O
  -3, -1.9, -1
> COCCn1c(SC(C)C(=O)NCC2CCCO2)nc2sc3c(c2c1=O)CCC3 (centres undefined)
  -4, 0.0, -2
> CSc1nc2nc(Cl)c(Cl)nc2[nH]1
  16, 3.9, 1
> C=CCN(c1ccccc1)S(=O)(=O)c1cccc(C(=O)Nc2ccncc2)c1
  40, -4.8, 1
> CCc1noc(C)c1C(=O)OCC(=O)NCc1ccccc1
  3, -0.9, -6
> O=C(COc1ccccc1Br)c1ccc2c(c1)OCO2
  5, -1.2, 1
> COc1ccc(C(CNC(=O)c2cccc(S(=O)(=O)Nc3ccc(F)cc3)c2)N2CCOCC2)cc1 (centres undefined)
  -11, -1.1, -5
> C[C@H](CO)N1C[C@H](C)[C@@H](CN(C)C(=O)Nc2ccc(F)cc2)Oc2ncc(-c3ccc(F)cc3)cc2C1=O
  -33, 5.2, -7
> O=C(O)CCC(=O)c1ccc2sc3ccccc3c2c1
  -22, -2.0, -7
> C=CCn1c(O)c2ccc(C(=O)N=NC(=O)COc3ccccc3F)cc2c1O
  -3, -2.9, -3
> O=Cc1cn(-c2ccccc2)nc1-c1cccc([N+](=O)[O-])c1
  2, -1.1, -9
> O=C1C=C(c2ccccc2Oc2ccccc2)C[C@@H](c2ccc(F)cc2)C1
  15, 1.4, -2
> COCCNC(=S)Nc1ccc(N2CCOCC2)c(S(=O)(=O)Nc2ccccc2OC)c1
  -5, -0.4, -4
> CCCCC1(C)NC(=O)N(CC(=O)Nc2cc(S(=O)(=O)N3CCOCC3)ccc2Cl)C1=O (centres undefined)
  1, 0.6, -1
> COc1ccc(C(CNC(=O)c2ccc(NS(=O)(=O)c3ccc(F)c(C)c3)cc2)N2CCCC2)cc1 (centres undefined)
  -6, 1.0, -3
> CN(C)C(CNC(=O)c1cccc(S(=O)(=O)Nc2ccc(SC(F)F)cc2)c1)c1ccccc1 (centres undefined)
  -6, 2.3, -3
> COc1ccc(-c2nnn(CC(=O)NC(=O)NC3CCCCC3)n2)cc1OC
  3, -1.1, -6
> Cc1nnc2ccc(-c3ccc(NS(=O)(=O)c4ccccc4)cc3)nn12
  2, 5.4, -4
> O=C(CN1C(=O)S/C(=C/c2cccs2)C1=O)N1CCCC1
  9, -0.6, -1
> C=CCOC(=O)N1CCC2CC1c1cc(-c3cccc(C)c3)ccc12 (centres undefined)
  -12, 0.4, -4
> CCN1C(=O)C(=O)N(CC(=O)Nc2cc(C)ccc2C)C1=O
  -4, 0.1, -6
> COc1ccc(S(=O)(=O)N2CCOCC2)cc1NC(=O)CN(C)CC(=O)Nc1cccc(F)c1
  -3, -0.1, -5
> CSCCC(NC(=O)c1ccc(Cl)cc1)C(=O)OCC(=O)N1CCCC1=O (centres undefined)
  1, -0.2, -2
> C#CCN(C[C@@H]1[C@@H](OC(=O)NCc2ccccc2)[C@@H](OC(=O)NCc2ccccc2)Cn2c(=O)n(CCCCCC)c(=O)n21)S(=O)(=O)c1ccc(C)cc1
  -19, 3.4, -7
> CN(Cc1ccccc1)C(=O)COC(=O)Cc1ccc(Cl)cc1
  11, 0.4, -4
> Cc1cccc(C(=O)Nc2cc(Cl)ccc2-n2cncn2)c1[N+](=O)[O-]
  -1, -1.8, -4
> O=[N+]([O-])c1ccc(Cl)c(S(=O)(=O)Nc2ccc3cn[nH]c3c2)c1
  15, -1.0, -6
> CC1CCN(S(=O)(=O)c2ccc(NC(=O)CCN3C(=O)C4CC=CCC4C3=O)cc2)CC1 (centres undefined)
  -3, 1.3, -5
> CC12CCC(=O)C=C1CCC1C2CCC2(C)C(C(=O)CO)CC(O)C12 (centres undefined)
  12, 0.7, -1
> Cc1noc(C)c1C(=O)Nc1sccc1C(N)=O
  0, -1.3, -4
> Cc1ccc2nc(N(CCN3CCOCC3)C(=O)CCS(=O)(=O)c3ccccc3)sc2c1
  -3, 0.8, -4
> CCN1CCN(c2ccc(NC(=O)c3ccc(OC)c(S(=O)(=O)N4CCCC4)c3)cc2)CC1
  3, 1.8, -5
> CC1(C)CC(=O)C(CO)=C(c2cccc3ccccc23)C1=O
  6, -1.4, -1
> CCCn1nc(C(=O)NNC(=O)CCOc2ccccc2OCC)c2ccccc2c1=O
  30, -2.3, -3
> O=C(Cn1cnc([N+](=O)[O-])c1)c1ccc(F)cc1
  -4, 3.0, -6
> COc1ccc(NC(=O)COc2ccc(C(=O)NCc3cccnc3)cc2OC)cc1
  7, -1.4, -3
> COc1cc2cnc(-c3ccccc3F)cc2cc1OC
  2, -1.5, 0
> Cc1ccc2nc(COC(=O)c3ccc(Cl)nc3)cc(=O)n2c1
  7, -1.5, -3
> CCc1ccc(N2CC(C(=O)Nc3ccccc3N3CCCC3)CC2=O)cc1 (centres undefined)
  -9, -2.5, 2
> CCOC(=O)C1CCCN(S(=O)(=O)c2ccc3c4c(cccc24)C(=O)N3CC)C1 (centres undefined)
  -4, -1.3, -4

Individual results from the list:
Under CRFR2-BP ag, C=CCOC(=O)N1CCC2CC1c1cc(-c3cccc(C)c3)ccc12 (centres undefined) shows 0.4
Under GalR3 antag, Cc1ccc2nc(COC(=O)c3ccc(Cl)nc3)cc(=O)n2c1 shows -3

Next section:
Each structure is followed by: CRFBP-R2 block, CRFR2-BP ag, GalR3 antag
> O=C(CNC(=O)C1CCCCC1)OC(C(=O)c1ccccc1)c1ccccc1 (centres undefined)
  8, -0.8, -7
> CC1(C)CC(=O)C=C(/C=C/c2ccccc2)C1
  4, 0.3, -1
> Nc1cccc(-c2cn(-c3cc4cc(C#CC5(O)CCCCC5)ccc4oc3=O)nn2)c1
  -7, -2.2, -2
> O=C(CCN1C(=O)c2ccccc2S1(=O)=O)Nc1ccc(F)c([N+](=O)[O-])c1
  -5, 0.3, 0
> COc1cc(NC(=O)CNc2ccc(Cl)c(S(=O)(=O)N3CCOCC3)c2)cc(OC)c1
  10, 0.1, -3
> CC(C)(C)OC(=O)C[C@H]1C/C=C\C[C@@H](CC(=O)N(CCO)Cc2ccccc2)C(=O)N[C@@H](c2ccccc2)COC1=O
  9, 0.0, -4
> COc1cc(NC(C)CCCNC(C)C)c2ncccc2c1OC (centres undefined)
  -18, 13, -8
> CCOc1ccc(NC(=O)C2CC(=O)N(CCc3ccc(OC)c(OC)c3)C2)cc1OCC (centres undefined)
  14, -0.8, -3
> COc1ccc(C)c2sc(N(CCCN(C)C)C(=O)CS(=O)(=O)c3ccc(F)cc3)nc12
  -19, 10, -10
> COC(=O)CCC(=O)N(CCN(Cc1ccccc1)C(=O)CCC(=O)OC)Cc1ccccc1
  -16, -0.2, -7
> CCC1(c2ccccc2)NC(=O)N(CC(=O)NC2CCCC2)C1=O (centres undefined)
  18, 1.0, -2
> CCN(CC)CCCn1c2c(c(SCC(=O)Nc3nccs3)nc1=O)CCC2
  -1, 0.9, -1
> O=C(CN1CCN(C(=O)c2cccc(S(=O)(=O)N3CCCC3)c2)CC1)Nc1ccccc1Cl
  -11, 0.6, -4
> CN(C(=O)c1cncc(Br)c1)c1c(N)n(Cc2ccccc2)c(=O)[nH]c1=O
  5, 5.2, -4
> CCC(C(=O)Nc1cc(C)cc(C)n1)c1ccccc1 (centres undefined)
  -8, 0.8, -6
> CCc1nc2ccccc2c(=O)n1/N=C/c1ccc(Cl)cc1
  1, 0.1, -2
> CC(NCC(=O)Nc1cc(S(=O)(=O)N2CCOCC2)ccc1N1CCOCC1)c1ccco1 (centres undefined)
  6, 0.6, -5
> CCCCn1c(N)c(N(CC(C)C)C(=O)CC2CCCC2)c(=O)[nH]c1=O
  19, -1.2, -4
> O=C(COc1ccc(-c2nnco2)cc1)Nc1cc([N+](=O)[O-])ccc1F
  -2, 3.9, -6
> O=C(COC(=O)Cc1ccccc1F)NC(=O)NC1CCCC1
  3, -0.2, 1

Six entries out of the list above, ordered by their value in CRFBP-R2 block, lowest first:
Each structure is followed by: CRFBP-R2 block, CRFR2-BP ag, GalR3 antag
> O=C(COc1ccc(-c2nnco2)cc1)Nc1cc([N+](=O)[O-])ccc1F
  -2, 3.9, -6
> O=C(NC1CCC(Oc2ccc(C(=O)O)cc2)CC1)NC12CC3CC(CC(C3)C1)C2 (centres undefined)
  0, -3.4, -8
> CCc1noc(C)c1C(=O)OCC(=O)NCc1ccccc1
  3, -0.9, -6
> CC1(C)CC(=O)C=C(/C=C/c2ccccc2)C1
  4, 0.3, -1
> COc1ccc(NC(=O)COc2ccc(C(=O)NCc3cccnc3)cc2OC)cc1
  7, -1.4, -3
> COc1cc(NC(=O)CNc2ccc(Cl)c(S(=O)(=O)N3CCOCC3)c2)cc(OC)c1
  10, 0.1, -3

The list goes on:
Each structure is followed by: CRFBP-R2 block, CRFR2-BP ag, GalR3 antag
> COc1ccc(S(=O)(=O)N2CCN(CC(=O)Nc3sccc3C(N)=O)CC2)cc1OC
  4, -1.1, -2
> COc1ccc(S(=O)(=O)N2CCCCC2)cc1NC(=O)Cc1cccs1
  0, -0.4, -6
> CC1CC(C(=O)Nc2ccccc2)C(=O)O1 (centres undefined)
  18, -0.3, -2
> O=C(COC(=O)C1CC2C=CC1C2)Nc1ccccc1[N+](=O)[O-] (centres undefined)
  -9, -0.6, -3
> COCCNC(=O)c1cc(S(=O)(=O)N(C)C2CCCCC2)ccc1Cl
  -6, -2.9, -1
> COc1ccc(NC(=O)CN(c2ccccc2OC)S(=O)(=O)c2cccs2)cc1Cl
  4, 1.2, -5
> COc1cccc(CCC(=O)Nc2cc3c(cc2C(=O)O)OCCCO3)c1OC
  5, -0.1, -7
> Nc1nc(Cl)c2ncn(C3OC(CO)C(O)C3O)c2n1 (centres undefined)
  17, -0.7, 3
> CCOc1ccccc1C(=O)OCC(=O)NCC1CCCCC1
  10, -0.9, -4
> O=C(CSc1nnc(NC2CC2)s1)c1ccc[nH]1
  5, 1.9, -4
> CC(C)c1ncc(CO)n1Cc1c(Cl)cccc1Cl
  12, 0.5, 2
> CC(C)C[C@@H](CNCC(=O)[C@H](CC(C)C)NC(=O)c1[nH]cnc1C(=O)N[C@@H](C)CN)NC(=O)c1nc[nH]c1C(=O)N[C@@H](Cc1ccccc1)C(=O)O
  11, -2.8, -2
> CC(=O)Nc1cccc(C(=O)OC(C)C(=O)NC(=O)NC2CCCCC2)c1 (centres undefined)
  -6, 0.3, 2
> CCN(CC(=O)NCc1ccc(F)cc1)C(=O)C1CCN(S(=O)(=O)c2ccc(C(C)C)cc2)CC1
  3, 0.0, -4
> COc1ccccc1[C@@H]1C(c2cccc(C)c2)=NN(c2ccc(Br)cc2)[C@H]1C(=O)N1CCOC1=O
  -5, -0.3, -2
> Cc1ccc(CNC(=O)c2ccc(N3CCC4(CC3)CC(c3cccc(Br)c3)=NO4)c(NC(=O)c3ccc(Cl)c([N+](=O)[O-])c3)c2)cc1
  3, 1.3, -7
> CN(C(=O)CSc1n[nH]c(=O)[nH]c1=O)c1ccccc1
  2, -2.2, -5
> CN1CCN(S(=O)(=O)c2cccc(C(=O)N3CCN(c4ccccc4)CC3)c2)CC1
  2, 4.5, -5
> C[C@H]1CN=C(N(C)C)N1CCCC1CCCCC1
  -15, 3.2, -4
